APEX1 inh: APE1 (human) endonuclease inhibition; recombinant APE1, TAMRA/BHQ-2 abasic DNA cleavage fluorescence; AID 2517; Potency, µM (series often up to 65.8 µM), inactives show at the highest dose activity change, negative = inhibition, actives largely listed as inhibitors; 350,000 compounds, 0.35% hits; P27695;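 further: plate controls were vehicle for no effect and reference inhibitor for full effect; nearly all actives have a fitted effect of over 55% in size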
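Measures dequenching upon AP-site incision of a 5'-TAMRA/3'-BHQ-2 THF-containing duplex, 50 nM; human APE1 0.75 nM after 15 min room-temperature exposure to compound; kinetic three-point read at one-minute spacing.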
POLH inh: DNA polymerase eta (human) inhibition; 390,000 compounds, 1.2% hits; Q9Y253; Potency, µM (series often up to 114 µM), inactives show at the top dose activity change, negative = inhibition, usual class: inhibitors; recombinant Pol eta, fluorescent DNA replication assay; further: on the % scale 0 is the no-effect control and ±100 the full control effect
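Fluorescent replication assay: 50 nM final substrate added after a 15 min room-temperature compound preincubation with 10 nM enzyme. Signal taken at 0 min and again at 10 min.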
Anesthetic bind: binds horse apoferritin like a general anesthetic; P02791; apoferritin/1-aminoanthracene competitive binding, fluorescence; Potency, µM (doses to about 77.5 µM), for inactives: top-dose activity change, negative = displacement, actives largely listed as inhibitors; 350,000 compounds, 0.074% hits; further: on the % scale 0 is the no-effect control and ±100 the full control effect; nearly all actives have a fitted effect of over 20% in size
Target sequence (P02791 2-175 limits assumed): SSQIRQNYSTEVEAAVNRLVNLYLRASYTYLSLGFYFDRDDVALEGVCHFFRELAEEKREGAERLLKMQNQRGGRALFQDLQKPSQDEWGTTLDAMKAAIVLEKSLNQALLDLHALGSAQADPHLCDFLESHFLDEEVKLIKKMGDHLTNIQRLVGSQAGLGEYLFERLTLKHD
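Steps: apoferritin (10 uM) was premixed with half-saturated 1-AMA in PBS, compounds were pin-transferred, plates stood 10 min at room temperature, fluorescence was read at 380/535 nm, and curves were fitted with a Hill equation.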
Pol kappa inh: inhibitors of human DNA polymerase kappa; Q9UBT6; purified Pol kappa, fluorescent DNA synthesis assay, 10 min; Potency, µM (top dose mostly 107 µM), for the others: top-dose activity, negative = inhibition, actives largely listed as inhibitors; 400,000 compounds, 0.53% hits; AID 588579; further: on the % scale 0 is the no-effect control and ±100 the full control effect
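10 nM Pol kappa was preincubated with compounds for 15 min at room temperature. Reaction started with 50 nM (final) substrate. Fluorescence read kinetically at 0 and 10 min.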
POLB inh: blocks human DNA polymerase beta activity; Pol beta primer extension/strand displacement, fluorescence kinetic; Potency, µM (top dose mostly 114 µM), for inactives: top-dose activity change, negative = inhibition, usual class: inhibitors; 340,000 compounds, 1.3% hits; AID 485314; further: on the % scale 0 is the no-effect control and ±100 the full control effect
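Values derive from four-parameter Hill fits of normalized kinetic data: reads at 0 and 10 min following addition of 50 nM substrate to 10 nM Pol beta preincubated 15 min with compound.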
G9a inh: inhibitors of human histone lysine methyltransferase G9a. AID 504332. 350,000 compounds, 8.8% hits. G9a H3K9 monomethylation, AlphaScreen, 2 h. Potency, µM (highest dose often 102 µM), for the others: at the highest dose activity, negative = inhibition, most hits filed as inhibitors. Q96KQ7; further: on the % scale 0 is the no-effect control and ±100 the full control effect; nearly all actives have a fitted effect of over 75% in size
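Quantitative HTS format: methyltransferase activity on a biotin-tagged H3K9 peptide is measured by AlphaScreen, using a rabbit anti-monomethyl-H3K9 antibody with streptavidin donor and anti-IgG acceptor beads. Final levels are 20 nM enzyme, 500 nM peptide, 20 uM SAM; 2 h RT.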
BAZ2B block: blocks human BAZ2B; Q9UIF8; AlphaScreen BAZ2B-H3K14Ac peptide displacement; Potency, µM (top dose mostly 114 µM), without a hit: at the top dose activity change, negative = inhibition, hits mostly inhibitors; 360,000 compounds, 4.4% hits; further: on the % scale 0 is the no-effect control and ±100 the full control effect; nearly all actives have a fitted effect of over 60% in size
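AlphaScreen displacement: compounds (up to 110uM) incubated 30 min at room temperature with a preformed 50 nM BAZ2B/50 nM biotinylated H3K14Ac peptide complex in PBS pH 7.4 with Tween-20. Donor and acceptor beads at 10 ug/mL final added, 20 min light-protected before reading.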
BLM helicase inh: blocks DNA unwinding by human BLM helicase; recombinant BLM DNA unwinding, fluorescence dequenching; AID 2528; 350,000 compounds, 0.2% hits; Potency, µM (doses to about 56.1 µM), inactives show top-dose activity change, negative = inhibition, most hits filed as inhibitors; P54132;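 further: plate controls were vehicle for no effect and no enzyme for full effect; nearly all actives have a fitted effect of over 35% in size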
Pol iota inh: inhibitors of human DNA polymerase iota; Q9UNA4; Pol iota fluorescent replication assay, 10 min; Potency, µM (doses to about 115 µM), for inactives: at the highest dose activity, negative = inhibition, actives largely listed as inhibitors; 390,000 compounds, 1% hits
Target sequence (Q9UNA4 whole entry, looked up): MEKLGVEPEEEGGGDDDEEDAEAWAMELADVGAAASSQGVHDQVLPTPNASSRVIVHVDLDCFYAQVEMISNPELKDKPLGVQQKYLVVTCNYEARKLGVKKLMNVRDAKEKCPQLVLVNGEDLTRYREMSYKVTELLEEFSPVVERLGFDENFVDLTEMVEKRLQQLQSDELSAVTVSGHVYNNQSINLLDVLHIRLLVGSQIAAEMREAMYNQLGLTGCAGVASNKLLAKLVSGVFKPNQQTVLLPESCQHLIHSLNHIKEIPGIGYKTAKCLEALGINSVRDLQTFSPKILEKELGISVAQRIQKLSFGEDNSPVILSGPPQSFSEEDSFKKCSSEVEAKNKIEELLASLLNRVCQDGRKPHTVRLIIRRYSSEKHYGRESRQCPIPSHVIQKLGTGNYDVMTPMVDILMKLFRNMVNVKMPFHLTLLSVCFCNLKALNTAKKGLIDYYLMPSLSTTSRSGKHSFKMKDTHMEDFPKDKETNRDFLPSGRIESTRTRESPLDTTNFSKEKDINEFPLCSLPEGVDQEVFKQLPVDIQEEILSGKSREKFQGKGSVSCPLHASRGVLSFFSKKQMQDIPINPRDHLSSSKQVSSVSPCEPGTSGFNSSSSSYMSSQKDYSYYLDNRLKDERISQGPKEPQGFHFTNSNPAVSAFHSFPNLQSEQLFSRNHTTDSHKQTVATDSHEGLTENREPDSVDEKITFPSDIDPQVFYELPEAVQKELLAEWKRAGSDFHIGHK
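Pol iota at 10 nM preincubated 15 min with compounds at room temperature; reaction started with fluorescent substrate, 50 nM final. Fluorescence read kinetically at 0 and 10 min; buffer-only wells as negative control.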
The depositor's hits bear a star; ? = inconclusive; · = no result given; [ ] = remark or other dose. The call rests on the fitted dose curve; in most records, active means well fitted curve in the direction sought with a large enough effect; inconclusive means small, poorly fitted or top-dose-only effect, or another doubt; inactive means no such curve, though single readings can be large; an effect the other way counts as inactive or inconclusive. Potency means the concentration at half of the fitted maximal effect. These rows are one share of the data; count on the stated rates, not on these rows.

SMILES	APEX1 inh	POLH inh	Anesthetic bind	Pol kappa inh	POLB inh	G9a inh	BAZ2B block	BLM helicase inh	Pol iota inh
COc1cc(OC)c(NC(=O)Cn2c(=O)nc(-c3ccccc3)c3ccccc32)cc1Cl	·	-28%	-2%	-16%	7%	-9%[59 µM]	4%	-11%	?
CC12CC3CC(C)(C1)CC(CN)(C3)C2	0%	-5%	-16%	-11%	-1%	-1%	7%	3%	6%
CN(CC(=O)Nc1ccccc1C(F)(F)F)C(=O)CC1OC(=O)c2ccccc21 (configuration not stated)	-2%	1%	-6%	-1%	74%	·	-2%	-2%	34%[activator]
COc1ccc(C(=O)Nc2ccc(OCc3ccccc3)cc2)cc1[N+](=O)[O-]	-1%	-15%	?	-8%	-13%	9%[12.7 µM]	5%[57.1 µM]	-5%	23%
COc1ccc(NC(=O)Cn2nnc(C(=O)NCc3cccs3)c2N)cc1Cl	16%	-15%	-3%	-11%	-9%	18%	-22%	-5%	?
O=C(CCN1C(=O)COc2ccccc21)NCCCN1CCN(c2ccc(F)cc2)CC1	-1%	-13%	-10%	0%	2%	-17%	0%	2%	12%
Cc1sc2ncnc(N3CCC(C(=O)NNC(=O)c4ccc(F)cc4)CC3)c2c1C	17%	-9%	·	-13%	·	-33%[59 µM]	7%	·	11%
COc1ccc(N2C(=O)S[C@@H]3CS(=O)(=O)C[C@@H]32)cc1	-3%	-8%	-3%	-9%	31%	11%	3%	-2%	4%
O=C(CCN1C(=O)c2ccccc2S1(=O)=O)Nc1ccc(C(=O)O)cc1	-2%	-10%	-15%	-1%	3%	1%	-2%	-4%	5%
Cc1ccccc1OCCSc1nc2ccc(NC(=O)c3cccs3)cc2s1	·	-16%	105%[activator]	3%	-18%	11%[59 µM]	2%	-10%	7%
CC1CC(C)CN(C(=O)C2CCN(S(=O)(=O)c3c(Cl)cccc3Cl)CC2)C1 (configuration not stated)	-8%	-13%	?	-6%	-16%	61%[activator]	-5%	-2%	-21%
Cc1cccc(Cn2nnc3c(=O)[nH]c(C4CCN(C(=O)c5ccccc5F)CC4)nc32)c1	·	-8%	-2%	0%	-23%	-5%[59 µM]	-2%	-1%	-3%
Cc1cc(C)c(NC(=O)COC(=O)c2nc3nccc(C)n3n2)c(Cl)c1	13%	-17%	·	-9%	·	-1%[12.7 µM]	-4%	·	?
CC(/C=C/c1cccc([N+](=O)[O-])c1)=N\NC(=O)c1ccncc1	?	-11%	7%	-8%	-8%	4%[59 µM]	4%	4%	-15%
CC1SCC(=O)N(CC(=O)NC2CCCCC2)C1=O (configuration not stated)	-2%	2%	-16%	-13%	?	13%	2%	-4%	96%[activator]
O=C(CCN1C(=O)c2ccccc2C1=O)N(CCO)Cc1ccccc1	-2%	-6%	-7%	2%	-2%	8%[12.7 µM]	0%	-2%	-13%
CC(=O)Oc1ccc(-c2nc3ccccc3c(=O)o2)cc1	52%[activator]	1%	-1%	-2%	4%	2%	-2%	-5%	-26%
CCCCCCCCCCSc1n[nH]c(NC(C)=O)n1	0%	-13%	-3%	1%	37%	-2%[12.7 µM]	2%	-2%	22%
O=C(COC(=O)c1cccnc1Cl)NC1CCCCC1	8%	-4%	·	5%	·	·	·	·	36%[activator]
Cc1[nH]c(=O)[nH]c(=O)c1S(=O)(=O)N1CCN(c2ccccc2Cl)CC1	·	-8%	-4%	-15%[60.1 µM]	-1%	-38%[59 µM]	3%	3%	-8%
CCN(C(=O)COC(=O)/C=C/c1ccc(OC(F)F)c(OC)c1)C1CCS(=O)(=O)C1 (configuration not stated)	23%	-11%	·	9%	·	-3%[59 µM]	-3%	·	30%
CC(=O)N(C)c1ccc(N=Cc2c(O)ccc3ccccc23)cc1	17%	-4%	-12%	-6%	0%	4µM*	-29%	-1%	71µM*
Cc1ccc(CC(NC(=O)c2ccccc2)C(=O)NCC(=O)O)cc1 (configuration not stated)	13%	-4%	5%	-6%	17%	-8%[2.33 µM]	?	2%	?
CN(C)c1nc2c(c(=O)[nH]c(=O)n2C)n1Cc1ccccc1Br	-2%	-11%	-8%	-9%	14%	·	-32%	-10%	15%
COC(=O)C1=C(C)N(CC2CCCO2)C(=O)C1 (configuration not stated)	1%	-2%	-6%	-3%	-11%	-23%	23%	1%	19%
O=C(CN1C(=O)COc2ccc(S(=O)(=O)NC3CCCC3)cc21)Nc1ccc(F)c(Cl)c1	·	-10%	28%	-3%	0%	18%[59 µM]	20%	0%	19%
C=CCNc1cnn(-c2ccc(C)cc2)c(=O)c1Sc1ccc(C)cc1	8%	-15%	?	9%	10%	-1%	-30%	-4%	-17%
COC(=O)Nc1nnc(-c2ccccc2Cl)s1	-3%	-17%	?	-14%	2%	16%[59 µM]	0%	2%	-6%
CCC(=O)NS(=O)(=O)c1ccc(N=NN2CCCCC2)cc1	9%	-22%	-11%	5%	1%	?	-27%	-14%	13%
Cc1ccc(C)c(S(=O)(=O)N2CCCC2CNC(=O)C(=O)NCCc2ccccc2)c1 (configuration not stated)	7%	-22%	·	-7%	·	4%	9%	·	26%

Arranged by molecular weight (highest first): 13 of the compounds above
SMILES	APEX1 inh	POLH inh	Anesthetic bind	Pol kappa inh	POLB inh	G9a inh	BAZ2B block	BLM helicase inh	Pol iota inh
O=C(CN1C(=O)COc2ccc(S(=O)(=O)NC3CCCC3)cc21)Nc1ccc(F)c(Cl)c1	·	-10%	28%	-3%	0%	18%[59 µM]	20%	0%	19%
CCN(C(=O)COC(=O)/C=C/c1ccc(OC(F)F)c(OC)c1)C1CCS(=O)(=O)C1 (configuration not stated)	23%	-11%	·	9%	·	-3%[59 µM]	-3%	·	30%
Cc1ccc(C)c(S(=O)(=O)N2CCCC2CNC(=O)C(=O)NCCc2ccccc2)c1 (configuration not stated)	7%	-22%	·	-7%	·	4%	9%	·	26%
Cc1[nH]c(=O)[nH]c(=O)c1S(=O)(=O)N1CCN(c2ccccc2Cl)CC1	·	-8%	-4%	-15%[60.1 µM]	-1%	-38%[59 µM]	3%	3%	-8%
CN(C)c1nc2c(c(=O)[nH]c(=O)n2C)n1Cc1ccccc1Br	-2%	-11%	-8%	-9%	14%	·	-32%	-10%	15%
C=CCNc1cnn(-c2ccc(C)cc2)c(=O)c1Sc1ccc(C)cc1	8%	-15%	?	9%	10%	-1%	-30%	-4%	-17%
O=C(CCN1C(=O)c2ccccc2C1=O)N(CCO)Cc1ccccc1	-2%	-6%	-7%	2%	-2%	8%[12.7 µM]	0%	-2%	-13%
Cc1ccc(CC(NC(=O)c2ccccc2)C(=O)NCC(=O)O)cc1 (configuration not stated)	13%	-4%	5%	-6%	17%	-8%[2.33 µM]	?	2%	?
CC(=O)N(C)c1ccc(N=Cc2c(O)ccc3ccccc23)cc1	17%	-4%	-12%	-6%	0%	4µM*	-29%	-1%	71µM*
CCCCCCCCCCSc1n[nH]c(NC(C)=O)n1	0%	-13%	-3%	1%	37%	-2%[12.7 µM]	2%	-2%	22%
O=C(COC(=O)c1cccnc1Cl)NC1CCCCC1	8%	-4%	·	5%	·	·	·	·	36%[activator]
CC(=O)Oc1ccc(-c2nc3ccccc3c(=O)o2)cc1	52%[activator]	1%	-1%	-2%	4%	2%	-2%	-5%	-26%
COC(=O)C1=C(C)N(CC2CCCO2)C(=O)C1 (configuration not stated)	1%	-2%	-6%	-3%	-11%	-23%	23%	1%	19%

Additional compounds follow:
SMILES	APEX1 inh	POLH inh	Anesthetic bind	Pol kappa inh	POLB inh	G9a inh	BAZ2B block	BLM helicase inh	Pol iota inh
CCN(CC)S(=O)(=O)c1cccc(NC(=O)COc2ccc(C#N)cc2OC)c1	1%	-18%	-5%	-10%	-1%	?	-17%	-6%	112%[activator]
CCCC(c1nnnn1CC(=O)OCC)N(Cc1cc2ccc(C)cc2[nH]c1=O)C1CCCC1 (configuration not stated)	-1%	-4%	4%	-10%	6%	3%	7%	-5%	9%
CN(C1CCCCC1)S(=O)(=O)c1ccc(NC(=S)NC(=O)c2cccs2)cc1	-5%	-24%	?	-6%	-1%	-4%	-12%	-7%	?
COCCNC(=O)CN(CCc1ccccc1)S(=O)(=O)c1ccc(OC)cc1	-2%	-16%	-16%	2%	-1%	?	3%	-3%	8%
CCn1cc(CNCc2ccc(OCC(O)CN(C)Cc3ccccc3)cc2)cn1 (configuration not stated)	0%	-3%	-12%	-4%	0%	-1%	-14%	-5%	-2%
COc1cccc(-n2c(Cc3cc(=O)[nH]c(=O)[nH]3)nnc2SCC(=O)N2CCCC2)c1	7%	5%	12%	-9%	-9%	?	0%	-1%	18%
O=C(O)c1cccc(NC(=S)NC(=O)c2ccncc2)c1	1%	-5%	-4%	-3%	2%	45µM*	·	2%	-19%
Cn1nc(C(=O)Nc2cccc(S(=O)(=O)N3CCCCC3)c2)c2ccccc2c1=O	13%	-16%	·	2%	·	40µM*	-23%	·	9%
COc1ccccc1NC(=O)CCSc1nnc(-c2ccco2)o1	-1%	-1%	-7%	-6%	-4%	11%	-20%	-9%	2%
COCCn1c(=N)c(C(=O)NCc2ccco2)cc2c(=O)n3ccccc3nc21	-1%	?	74%[activator]	-14%	-1%	56µM*	-7%	-8%	-1%
COc1cccc(N2CCN(CC(=O)Nc3ccccc3C(=O)NCc3ccccc3)CC2)c1	-12%	-16%	·	-19%	·	5%[12.7 µM]	-39%	·	29%
CCCCNC(=O)CSc1nc2cc3c(cc2c(=O)n1CCC(=O)NCCc1ccc(OC)c(OC)c1)OCO3	5%	2%	-15%	-14%	3%	-25%	-1%	-5%	1%
CCn1c(SCC(=O)Nc2oc(-c3ccccc3)c(-c3ccccc3)c2C#N)nnc1-c1cc(OC)cc(OC)c1	18%	-16%	-6%	?	2%	-3%[12.7 µM]	?	?	?
O=C(CC1OC(=O)c2ccccc21)NCC1COc2ccccc2O1 (configuration not stated)	-1%	-20%	·	-18%	·	?	4%	·	28%

Bioassay records (PubChem)
